Screens: PubChem, Broad Institute
INS-1E GSIS act = GLuc luminescence reporter in INS-1E cells, primary screen for activators of glucose-dependent secretion of insulin. INS-1E GLuc reporter insulin secretion, 2-3 h. activation, % at 16.6 µM. 370,000 compounds, 0.61% hits. AID 743287;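 active = lowest replicate activation of at least 40%, so every replicate reaches that level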;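 also: 0% = median of neutral control wells and 100% = median of IBMX positive control wells; some compounds called inactive have numbers as strong as hits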
RAD52 anneal inh = RAD52 (human) annealing inhibition; P43351; recombinant RAD52 DNA annealing, FRET fluorescence; inhibition, % at 18.7 µM; 360,000 compounds, 0.46% hits; AID 651710;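 active = every replicate showing at least 50% inhibition; inconclusive = mean inhibition at least 50% but not in every replicate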
Target sequence (P43351 whole entry, looked up): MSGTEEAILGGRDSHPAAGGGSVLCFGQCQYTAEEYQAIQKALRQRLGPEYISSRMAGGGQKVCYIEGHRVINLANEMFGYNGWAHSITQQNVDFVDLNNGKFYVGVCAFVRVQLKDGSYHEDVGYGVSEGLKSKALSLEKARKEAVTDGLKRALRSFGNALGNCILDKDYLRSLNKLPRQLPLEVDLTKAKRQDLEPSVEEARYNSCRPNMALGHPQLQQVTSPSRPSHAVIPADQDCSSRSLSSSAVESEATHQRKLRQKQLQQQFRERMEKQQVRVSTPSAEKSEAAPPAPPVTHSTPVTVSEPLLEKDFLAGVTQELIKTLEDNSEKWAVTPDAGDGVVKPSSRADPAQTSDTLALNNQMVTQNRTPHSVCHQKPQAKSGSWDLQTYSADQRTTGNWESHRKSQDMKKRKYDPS
CFTR F508del cor = CFTR F508del correction in bronchial cells; CFBE cells, YFP halide quenching; stimulated with forskolin plus potentiator P3; % fluorescence drop versus neutral controls; activity (quench increase), % at 7.58 µM; 350,000 compounds, 0.36% hits; AID 720511;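 active = mean added fluorescence quench of at least 8% versus neutral control, with both replicates also reaching 8%; inconclusive = only one of the mean or replicate conditions met; inactive = mean below 8% and not both replicates reaching 8%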;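 also: cells transiently co-express mutant CFTR-F508del with the halide-sensitive YFP; corrector assay measuring rescue of mutant channel to the surface after 24 h compound exposure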
E-sel inducer = induces E-selectin expression in human endothelial cells; P16581; HUVEC E-selectin immunofluorescence imaging; normalized: neutral wells 0, TNF-alpha wells 100; activation, % at 7.58 µM; 260,000 compounds, 0.37% hits; AID 686992;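 active = mean E-selectin-positive cell signal at least 10% of the positive control, reached in at least 60% of replicates, without over 20% cell loss; inconclusive = no rule given, readout overlaps actives, possibly toxicity-flagged; inactive = the rest, including those meeting only one limit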;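 also: in these data hits start at about 27%; measured in HUVEC primary endothelial cells; signal is the percent of cells scored E-selectin positive by PE staining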
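Read-out: % PE-positive cells | Test system: HUVEC | Doses: One compound dose added by pin transfer | Buffer or medium: EGM-2 over gelatin coat | Signal: Immunofluorescence imaging | Benchmarks: TNF-alpha, DMSO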
DENV2 CPE rescue = inhibitors of DENV2 cytopathic effect; 350,000 compounds, 1.7% hits; AID 651640; CPE inhibition, % at 9.99 µM; DENV2-infected cells, cytopathic effect rescue, plate reader; in the data active = CPE inhibition above about 20%, passing the limit was not always enough; inconclusive = no clear call, values can overlap the other calls; tested in BHK-21 cells;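 also: 0% = median of neutral control wells and 100% = median of positive control wells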
RAD54 inh = inhibitors of human RAD54 branch migration. RAD54 Holliday junction branch migration, FAM/BHQ fluorescence. inhibition, % at 10.4 µM. AID 602329. 360,000 compounds, 0.14% hits;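 active = mean normalized replicate activity at least 40 and at least half of replicates scoring 40 or more; inconclusive = only one of the two criteria met; inactive = mean below 40 and under half of replicates reaching 40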;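 also: 0% = median of neutral control wells and 100% = median of positive control wells; inhibitors cause a drop in the FAM fluorescence signal; in these data hits start at about 50%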
Xi reactivation = activators of X-chromosome reactivation in mouse fibroblasts | activation, % at 7.58 µM | 360,000 compounds, 0.055% hits | XiGFP mouse fibroblasts, % GFP-positive cells imaging, 3 d; cells co-treated with 5-aza-dC sensitizer; scaled so ellipticine positive control = 100%;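 active = mean normalized replicate activation at least 10% and every replicate at or above 10%; inconclusive = only one of the two criteria met; inactive = mean below 10% and not all replicates reach 10%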;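 also: 0% = median of on-plate neutral control wells and 100% = ellipticine 6 µM median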
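System: 68-5-11 XiGFP fibroblast line | Buffer or medium: DMEM containing 5-aza-dC | Compound: Single point | Times: Compounds 3 days, fix/stain 15 min at room temperature | Benchmarks: Positive control ellipticine, 6 µM final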
CASP6 VEID inh = caspase-6 (human) enzyme inhibition. purified caspase-6, Z-VEID-R110 cleavage fluorescence. inhibition, % at 12.5 µM. 350,000 compounds, 0.53% hits. AID 686996;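 active = mean inhibition across replicates at least about 35%, with every replicate also reaching that limit, limit read from the data; inconclusive = only one of the two criteria met; inactive = neither criterion met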;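 also: 0% = median of neutral control wells and 100% = no fluorescence left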
Target sequence (P55212 24-179 limits assumed): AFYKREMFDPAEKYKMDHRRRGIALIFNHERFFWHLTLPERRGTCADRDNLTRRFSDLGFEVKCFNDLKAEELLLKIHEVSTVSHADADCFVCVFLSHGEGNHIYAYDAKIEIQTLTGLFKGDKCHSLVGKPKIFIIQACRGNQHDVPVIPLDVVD
Target sequence (P55212 194-293 limits assumed): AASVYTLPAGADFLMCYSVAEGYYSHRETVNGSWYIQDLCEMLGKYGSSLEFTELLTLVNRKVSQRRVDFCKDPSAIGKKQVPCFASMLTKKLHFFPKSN
* = called active by the depositor; ? = inconclusive; . = no result given; & = joins results of further samples.

Values run as follows: INS-1E GSIS act	RAD52 anneal inh	CFTR F508del cor	E-sel inducer	DENV2 CPE rescue	RAD54 inh	Xi reactivation	CASP6 VEID inh
COc1ccc(CN2CCC(CO)(CCOc3ccccc3)CC2)cc1C
  1	-6	-1.0	3.2	3	19	0.1	-4
CCN1CCN(CC(O)COc2ccc3c(c2)CCC3)CC1 (stereo not drawn)
  -10	0	.	0.2	3	.	-0.1	-14
CCC(CC)c1nnc(NC(=O)CCNC(=O)c2ccccc2Cl)s1
  3	-15	-2.2	3.8	.	.	0.1	-7
COc1cccc(C#Cc2ccc3c(c2)[C@@H]2[C@@H](CCN2S(=O)(=O)c2cccc(OC)c2)[C@@H](CO)N3)c1
  5	-32	2.1	0.1	-4	.	0.0	1
Clc1ccccc1N=C1NN=C(c2cccs2)CS1
  13	-13	0.1	9.3	1	3	0.0	0
O=C(COC(=O)c1cc(S(=O)(=O)N2CCCCC2)ccc1N1CCOCC1)c1ccccc1Cl
  4	-62	-1.9	.	?	7	0.1	-1
C[C@@H]1CCCCO[C@@H](CN(C)C(=O)Nc2ccc(F)cc2)[C@@H](C)CN([C@H](C)CO)C(=O)c2cc(NC(=O)c3ccncc3)ccc2O1
  9	-8	0.8	0.0	9	2	0.2	1
O=C(Cc1ccncc1)NCC[C@@H]1CC[C@@H](NC(=O)Nc2cccc(F)c2)[C@H](CO)O1
  -2	-35	-3.3	-0.2	?	0	0.0	-3
COC(=O)[C@H](Cc1ccccc1)NCCCn1cnc(C(=O)Nc2ccc(C)c(C)c2)n1
  -3	-10	-1.8	-1.3	-11	11	0.0	-3
CC(OC(=O)Nc1cccc(Cl)c1)C(=O)O (stereo not drawn)
  -6	4	-1.8	0.1	4	-8	-0.1	-1
CCC(=O)N1CC[C@@H]2[C@H]1c1cc(-c3cccc(OC)c3)ccc1N(C)[C@@H]2CO
  5	2	2.6	0.8	-11	8	-0.1	-5
CCOP(=O)(OCC)/C(C#N)=C/c1cc(OC)ccc1OC
  0	-6	-1.2	0.0	1	-3	0.0	1
CCCC(=O)Nc1ccc2nn(-c3ccc(OC)cc3)nc2c1
  -6	-11	0.1	.	26*	3	0.3	-1
O=C(CSc1ccccc1)Nc1ccc2c(c1)C(=O)NC2=O
  3	-4	0.1	.	-9	7	0.1	2
Oc1cccc(-c2nnc(-c3cccc(O)c3)nn2)c1
  -37	-15	4.9	1.9	-6	-7	0.0	-4
O=C(NCC1CCCCC1)c1cccnc1Cl
  3	-7	1.6	.	12	8	0.2	-5
COc1ccccc1-c1ccc([C@@H]2[C@H](CO)N3CCCCN(C(=O)c4ccncc4)C[C@@H]23)cc1
  1	13	1.5	0.3	8	-13	0.0	-1
C[C@@H]1CN([C@@H](C)CO)C(=O)Cc2cc(NC(=O)Nc3ccc(F)cc3)ccc2O[C@@H]1CN(C)Cc1ccncc1
  -12	14	-5.4	127*	3	-4	0.0	1
Cc1ccc(S(=O)(=O)N2CCOCC2)cc1NC(=O)CN1CCN(C)CC1
  4	-5	2.0	-1.2	-3	1	0.0	4
Cn1ccnc1SCC(=O)c1ccc(O)cc1
  -4	-6	1.0	-0.2	-1	4	0.0	3
Cc1nn(C)cc1S(=O)(=O)N1CCN(c2ccccc2F)CC1
  14	-7	-1.4	-0.7	4	3	-0.1	3
C[C@H](CO)N1C[C@H](C)[C@H](CN(C)C(=O)Nc2ccc(F)cc2)OCc2ccccc2-c2ccccc2C1=O
  3	6	0.9	-0.2	8	-10	0.0	-1
CCCCCCCN1C(N(C)C)=NC[C@@H]1Cc1ccccc1
  .	-2	3.5	0.5	1	4	-0.1	2
C[C@@H]1CN([C@@H](C)CO)C(=O)c2cc(NC(=O)NC3CCCCC3)ccc2O[C@@H]1CN(C)C(=O)Nc1ccc2c(c1)OCO2
  -23	-11	2.3	0.2	0	-4	-0.2	-3
Cc1nc2cc(Cl)c(Cl)cc2n1-c1ccccn1
  18	-9	0.1	0.0	-8	1	0.0	0
COc1ccc(-c2noc(CCC(=O)NC3CCCCCC3)n2)cc1
  -11	-8	2.6	.	7	-7	0.0	2
O=C(N/N=C/c1ccc2c(c1)OCO2)c1ccc(Cn2cc([N+](=O)[O-])cn2)o1
  10	-15	.	.	-4	.	-0.1	-1
O=C(Nc1cccnc1Cl)c1cc(-c2cccc(Cl)c2)on1
  10	-13	2.2	14	4	-8	-0.1	-1
COc1ccccc1Cc1nc(-c2ccc(Br)o2)no1
  -6	-27	-0.5	0.2	3	-3	0.2	0
CC(C)NC(=O)N(C)C[C@@H]1Oc2cc(C#Cc3ccccn3)ccc2S(=O)(=O)N([C@@H](C)CO)C[C@H]1C
  -7&-1	-4&3&-13	3.4&2.0&3.0	0.6&-0.1	11&-2&4	6&-3&-1	0.4	-3&0&2
Cc1noc(C)c1S(=O)(=O)N(C)C[C@H]1OCCCC[C@H](C)Oc2ccc(NC(=O)Nc3ccc(C(F)(F)F)cc3)cc2C(=O)N([C@@H](C)CO)C[C@@H]1C
  7	5	2.3	-0.1	-4	7	0.0	1
Cc1noc(C)c1NC(=O)N(C)C[C@H]1Oc2c(NC(=O)Nc3ccc4c(c3)OCO4)cccc2C(=O)N([C@@H](C)CO)C[C@H]1C
  6	3	-1.2	-0.3	-11	-9	0.1	-1
COCC(=O)Nc1ccc2c(c1)OC[C@H](C)N(C(=O)c1ccccc1F)C[C@@H](C)[C@H](OC)CN(C)C2=O
  -2	-11	-1.5	-0.1	17	8	-0.1	0
Cc1cccc(N2CCN(C(C(=O)NCc3ccccc3)c3ccc(F)cc3)CC2)c1C (stereo not drawn)
  -6	0	0.3	0.1	59*	.	0.2	0
Cc1cc(F)ccc1S(=O)(=O)Nc1nc2ccccc2nc1Cl
  34	-15	-1.4	-0.1	8	-6	0.3	5
COc1ccccc1NC(=O)N1CCN(S(C)(=O)=O)CC1
  13	-8	-0.2	.	1	11	0.2	0
COc1ccc(Cl)cc1N1C(=O)/C(=C/c2sccc2C)N=C1SCC(=O)NC1CC1
  .	-40	0.8	0.3	-10	-5	0.3	1
COC(=O)[C@H](Cc1ccccc1)NC(=O)C1(OC(C)=O)CC(OC(C)=O)C(OC(C)=O)C(OC(C)=O)C1 (stereo partly drawn)
  -1	6	1.9	0.5	6	-4	0.1	-1
COc1ccc(NC(=O)N(C)C[C@H]2Oc3ccc(NC(=O)NC4CCCCC4)cc3CC(=O)N([C@@H](C)CO)C[C@@H]2C)cc1
  -12	13	1.8	-0.5	-4	2	0.0	0
C[C@H]1CN([C@@H](C)CO)S(=O)(=O)c2ccc(/C=C/c3ccccc3)cc2O[C@H]1CN(C)C(=O)C1CC1
  -21	13	1.8	0.0	2	-3	-0.1	0
CN1CCN(C(=O)CCN2C(=O)/C(=C\c3ccc(Cl)cc3Cl)SC2=S)CC1
  .	33	-3.5	0.1	11	0	0.0	-5
Fc1ccc(NC(=S)N2CCOCC2)c(F)c1
  -5	-21	-6.0	.	5	2	0.2	0
CCNC(=S)Nc1ccc2c(c1)c(=O)n(C)n2-c1ccc(C(C)(C)C)cc1
  2	-3	6.3	-0.1	-3	-1	0.2	5
CN(C(=O)COC(=O)C12CC3CC(CC(C3)C1)C2)c1c(N)n(Cc2ccccc2)c(=O)[nH]c1=O
  -1	-19	-1.0	.	16	-1	0.1	-1
CN(C)c1ccc(C(=O)Nc2cccc(S(=O)(=O)NC3=NCCCCC3)c2)cc1
  4	-10	-1.5	-0.7	-3	-4	0.7	2
O=C(Cn1c(=O)[nH]c2sc3c(c2c1=O)CCCC3)NCC1CCCO1 (stereo not drawn)
  4	15	-0.7	.	-9	-2	0.0	-1
C=CCc1ccc(OC(=O)c2ccccc2)c(OC)c1
  -6	-7	-0.5	.	-5	25	.	-3
O=C(N/N=C/c1ccc2c(c1)OCO2)c1cccs1
  0	-5	4.7	0.2	.	0	0.2	-1
CCCNC(=O)N(C)C[C@H]1Oc2ncc(C#Cc3ccncc3)cc2C(=O)N([C@H](C)CO)C[C@@H]1C
  1	0	-0.5	-2.0	-7	5	-0.4	-3
COc1ccc(S(=O)(=O)NCC2CCCN(C(=O)c3cccnc3)C2)cc1 (stereo not drawn)
  18	-7	0.2	0.1	1	.	0.0	-6

(listing goes on)
Values run as follows: INS-1E GSIS act	RAD52 anneal inh	CFTR F508del cor	E-sel inducer	DENV2 CPE rescue	RAD54 inh	Xi reactivation	CASP6 VEID inh
CCNC(=O)[C@@H]1[C@@H](CO)[C@@H]2Cn3c(ccc(-c4cccc(F)c4)c3=O)[C@@H]2N1Cc1cc(F)ccc1F
  2	-8	.	-0.2	-2	-1	0.1	0
COC(=O)CNC(=O)C(NC(=O)OCc1ccccc1)C(C)C (stereo not drawn)
  13	5	-3.7	-1.1	-2	.	-0.9	2
CCOCC(=O)Nc1cccc(-c2nc3cccnc3s2)c1C
  .	-19	-0.7	.	-11	-8	0.1	-1
CC(=O)c1ccc(N=c2scc(C)n2C(C)C)cc1
  -6	-22	-1.3	.	-6	.	0.1	-3
CCNC(=O)[C@H]1[C@H](CO)[C@H]2Cn3c(ccc(-c4ccccc4)c3=O)[C@@H]1N2Cc1ccccc1
  -11	-3	-1.6	-0.2	3	2	0.1	7
COc1cccc(CNC(=O)[C@@H]2CCCN2C(=O)[C@H]2CCCCN2C(=O)c2ccccc2C)c1
  2	-7	0.1	-0.2	-1	.	-0.1	-3
COc1ccccc1NC(=S)NC(NC(=O)c1ccco1)C(Cl)(Cl)Cl (stereo not drawn)
  -16	-20	-4.7	.	5	.	0.1	3
Cc1ccc2cc(C)c(SCC(=O)NCC3CCCO3)nc2c1 (stereo not drawn)
  13	-11	0.0	.	5	.	0.4	0
O=C(CSc1nc2ccccc2[nH]1)NCc1ccccc1
  3	14	-0.7	.	-2	3	-0.1	2
CCOc1ccc(C(=O)Oc2cc(C)[nH]c(=O)c2[N+](=O)[O-])cc1OCC
  -2	-1	-3.3	-0.4	-8	-1	0.0	2
CC(Oc1ccc([N+](=O)[O-])cc1)C(=O)NCC1CCCO1 (stereo not drawn)
  -3	-4	-0.5	-0.2	-7	-3	0.0	0
CCNC(=S)N/N=C/c1cccc(C)c1
  2	-8	.	-0.8	.	.	-0.1	1
COc1ccccc1NC(=O)N1[C@@H]2CNC[C@H]1C2c1ccc(-c2cccc(C#N)c2)cc1 (stereo partly drawn)
  15&-9	-9&27	3.2&-0.8	0.0&0.1	-10&1	.	0.0&0.0	3&2
O=C(O)CN1C(=O)c2ccc(C(=O)c3ccccc3)cc2C1=O
  17	-11	-3.2	0.0	10	-3	0.0	.
CCCOc1ccc(C2NC(=S)NC(C)=C2C(=O)c2ccccc2)cc1OC (stereo not drawn)
  -4	-40	-3.9	-9.3	0	-6	0.1	-4
CCCN(CCC)CCCNC(=O)CN1C(=O)CSc2ccc(S(=O)(=O)N3CCOCC3)cc21
  2	-17	-1.5	1.7	9	.	0.0	-5
CNC[C@@H]1Oc2c(NS(=O)(=O)c3ccc(F)cc3)cccc2C(=O)N([C@H](C)CO)C[C@@H]1C
  24	-16	2.6	.	2	10	-0.3	2
Cc1ccc(S(=O)(=O)N(C)C[C@@H]2OCCCC[C@@H](C)Oc3ccc(NC(=O)Nc4ccc(C(F)(F)F)cc4)cc3C(=O)N([C@H](C)CO)C[C@@H]2C)cc1
  3	-9	1.5	.	-13	3	0.4	2

Compounds as they come; any-hit rate near 3.7%.
